Bioassay records: PubChem, several laboratories
b-catenin transl: alters nuclear translocation of beta-catenin in HeLa cells | immunofluorescence imaging | 190,000 tested, 0.3% active | AID 1665 | nuclear translocation activity, % at 5 µM;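 active means nuclear translocation activity above 50% at 5 µM, with a well cell count of 50 or more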;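 further: per-cell ratio of nuclear to cytoplasmic median beta-catenin stain intensity; plate controls were DMSO negative control for no effect and GSK-3 inhibitor IX positive control for full effect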
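Signal – beta-catenin immunofluorescence imaging with DAPI · Test system – human HeLa cell line · Dosing – 5 µM primary single dose, 0.1% DMSO, 0.02–20 µM confirmation series · Measure – % activation, nuclear-to-cytoplasmic median beta-catenin signal ratio per cell · Incubation – 24 h compound exposure at 37°C, 5% CO2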
CSM14.1 death rescue: protection against thapsigargin-triggered cell killing – 384-well, CSM14.1, ATP luminescence, primary screen (AID 1222) | CSM14.1 thapsigargin-induced death rescue, ATP luminescence; higher % means a stronger effect | 190,000 tested, under 10 active | cellular ATP content (survival), % at 20 µM; hits with a dose series show EC50 in µM;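 active means EC50 below 50 µM in the dose-response confirmation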;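 further: death triggered by thapsigargin at about 15 µM added after 2 h compound pretreatment; cell ATP read after overnight thapsigargin exposure of roughly 18 to 22 hours; normalized against plate controls of thapsigargin alone and 5% DMSO vehicle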
MT stabilizer: microtubule stabilization, imaging screen; % tubulin-high responders, % at 10 µM; HeLa tubulin immunostaining HCS, 24 h; share of cells brighter than vehicle mean+2SD; 200,000 tested, 0.83% active; AID 2205;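 active means plate Z-score above 3 for both tubulin-high and condensed-nucleus cell shares, with cell loss under 80%, at 10 µM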;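 further: anti alpha tubulin signal scored within the nucleus-defined area of each cell; some results filed as inactive read as strong as hits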
Dynein cargo inh: dynein cargo transport inhibition; 220,000 tested, 0.47% active; 3617.4 mouse cells, GR-EGFP nuclear translocation imaging; test concentration mostly 20 µM; stimulated with dexamethasone, 1 µM; active compounds read low; z-score, hits read low; AID 1381;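 active means plate z-score of nuclear minus cytoplasmic receptor signal below a set negative limit, without overly bright fluorescence or cell loss, cut at about -3.5 in these data, passing the limit was not always enough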;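 further: z-score of nuclear minus cytoplasmic ring GR-EGFP intensity difference per well; some compounds called inactive have numbers as strong as hits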
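medium = tetracycline-free induction medium containing charcoal-stripped FBS | probe or stimulus = dexamethasone, 1.0 µM final | timing = 48 h induction, then 1 h compound, then 30 min agonist, 37 °C | detection = automated 10x imaging of fixed Hoechst-stained cells | read-out basis = nuclear versus cytoplasmic GR-EGFP signal, averaged per well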
Autophagy mod: modulators of autophagy; calls only at 10 µM (by protocol); MEF GFP-LC3 puncta imaging; test concentration mostly 10 µM; 190,000 tested, 0.98% active;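 active means percentage of spot-positive cells more than 3 SD above its plate mean, without a fluorescence outlier flag or 80% toxicity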;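 further: spot-positive cell cutoff set from DMSO-treated cells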
M1AAP inhibition: P. falciparum M1AAP inhibitors, biochemical, fluorogenic H-Leu-NHMec substrate, 1536-well (AID 1445); recombinant M1AAP, H-Leu-NHMec fluorogenic kinetic assay; higher % means a stronger effect; one-dose inhibition, % at 30 µM; IC50 in µM for titrated hits; 220,000 tested, 0.42% active;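 active means primary inhibition above the hit cutoff, then over 50% inhibition at one or more dose response concentrations, cut at about 23% in these data, passing the limit was not always enough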;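 further: plate controls were DMSO full reaction for no effect and no enzyme background for full effect; strong numbers were not always called active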
UTI89 phage lysis: protection from phage-mediated lysis, alamar blue read-out – E. coli UTI89, K1F phage, bacterial capsule biogenesis inhibitors (AID 488966) | inhibition, % at 100 µM, or IC50 in µM where a hit was titrated | E. coli UTI89 K1F phage lysis, alamar blue, 2 h; higher % means a stronger effect | 340,000 tested, 0.02% active;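 active means phage lysis inhibition, versus mean bacterial control, above a set limit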;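 further: capsule biogenesis inhibitors block K1F phage lysis so surviving cells raise fluorescence; higher fluorescence means more inhibition of phage lysis; actives were called in the ten point dose series up to 300 µM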
Ins promoter up: MIN6 insulin promoter up-regulation. z-score at 5 µM. 190,000 tested, 0.3% active. MIN6 insulin promoter-GFP reporter, high-content imaging; active compounds read high;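 active means z-score above 3 at 5 µM with at least 500 cells counted in the well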
M17LAP inhibition: P. falciparum M17LAP inhibitors, primary screen, biochemical, fluorogenic H-Leu-NHMec substrate, 1536-well (AID 1619); 220,000 tested, 0.38% active; recombinant M17LAP, H-Leu-NHMec fluorogenic kinetic assay; higher % means a stronger effect; inhibition, % at 30 µM, or IC50 in µM where a hit was titrated;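 active means compound inhibiting the enzyme by more than half at any dose during confirmatory dose-response retesting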;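 further: plate controls were full reaction with DMSO carrier for no effect and no enzyme background for full effect; strong numbers were not always called active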
Dynein cargo inh cytoplasmic EGFP: further read-out of Dynein cargo inh, marked with its call; z-score; measured here: cytoplasmic GR-EGFP intensity; active compounds read high
Dynein cargo inh nuclear GR-EGFP: second read-out of Dynein cargo inh, no call of its own (marks repeat the call); z-score; measured here: nuclear GR-EGFP intensity;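 lower value marks the stronger effect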
Dynein cargo inh cell count: also measured in Dynein cargo inh; calls as there; z-score; measured here: cell count per field
Ins promoter up cell count: also measured in Ins promoter up; calls as there; cell count; measured here: cytotoxicity, nuclei count;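 total cells summed across four imaged fields per well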
b-catenin transl cell count 5 µM: further read-out of b-catenin transl, marked with its call; cell count; measured here: cell count, cytotoxicity flag
MT stabilizer Hoechst-high %: also measured in MT stabilizer; calls as there; % Hoechst-high responders; measured here: nuclear condensation Hoechst responders;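 share of cells brighter than vehicle mean plus two SD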
MT stabilizer cytotoxicity %: also measured in MT stabilizer; calls as there; toxicity, %; measured here: cytotoxicity by cell density;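 0% = mean cell density of plate MIN control wells and 100% = no cells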
Autophagy mod cell loss 18 h: second read-out of Autophagy mod, no call of its own (marks repeat the call); toxicity, %; measured here: cell loss, nuclei count;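 cell loss after 18 h compound exposure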
* hit, by the source's call; i = inactive; x = not tested or not shown; [ ] = dose if it differs, or a comment.

SMILES	b-catenin transl	b-catenin transl cell count 5 µM	CSM14.1 death rescue	MT stabilizer	MT stabilizer Hoechst-high %	MT stabilizer cytotoxicity %	Dynein cargo inh	Dynein cargo inh cytoplasmic EGFP	Dynein cargo inh nuclear GR-EGFP	Dynein cargo inh cell count	Autophagy mod	Autophagy mod cell loss 18 h	M1AAP inhibition	UTI89 phage lysis	Ins promoter up	Ins promoter up cell count	M17LAP inhibition
Cc1ccc(-n2ncc(C(=O)Nc3ccc(Cl)cc3)c2C2CCNCC2)cc1C	2.4	1167	0.4%	1.5	1.5	8.2	-0.86	-0.28	-0.37	0.43	i	-4	7%	1.4%	-0.41	1018	8%
O=C(Oc1ccc([N+](=O)[O-])cc1)c1cc(-c2ccccc2)nc2ccccc12	3.5	1341	-0.2%	2.4	2.1	7.0	-1.8	0.039	-0.44	0.41	i	14	3%	0.5%	-0.23	1550	26%
C#CC[N+]1(CC#Cc2ccc(C)cc2)CCCCC1	-3.3	1111	-1.1%	2.2	2.0	3.6	-0.44	-0.21	-0.2	0.51	i	2	7%	-0.2%	-0.36	1472	10%
Cc1ccc(-n2c(SCC(=O)c3c(N)n(C)c(=O)n(C)c3=O)nc3sc4c(c3c2=O)CCCC4)c(C)c1	-1.4	492	-1.1%	2.4	2.3	4.3	3	-0.048	2.1	-2.1	i	-12	6%	1.4%	-1.4	789	2%
CCc1ccc(CN2CCN(S(=O)(=O)Cc3ccccc3)CC2)cc1	1.3	1302	-2.8%	0.8	1.1	7.6	-0.94	-0.22	-0.52	0.67	i	0	-4%	-0.1%	0.03	764	12%
O=C1CSC(=S)N1/N=C/c1ccc(O)c([N+](=O)[O-])c1	0.3	1076	2.1%	5.4	2.7	0.2	-0.75	-0.14	-0.5	0.98	i	1	23%	-1.8%	0.25	1134	10%
COc1ccc(-n2c(Cc3cccn3C)nnc2SCC(=O)N2CCCC2)cc1	-0.7	1137	x	3.6	2.7	2.1	-1.6	-0.18	-0.38	0.58	i	-2	7%	5.4%	-0.24	1526	20%
CC(C1CC1)N(Cc1ccccc1)C(=O)NC(=O)c1cccc(F)c1 (stereo unspecified)	0.7	1143	-0.7%	3.7	2.6	8.9	-0.51	-0.18	0.0046	0.59	i	1	-2%	-0.1%	-0.31	1301	-8%
CC1Cc2ccccc2N1C(=O)CSc1nc2ccccc2o1 (stereo unspecified)	-2.2	899	-1.6%	7.4	1.8	14	1.7	-0.43	1	-1.3	i	31	6%	0.2%	-0.14	1111	-22%
COc1ccc(CCNC(=O)NC23CC4CC(CC(C4)C2)C3)cc1OC	x	x	-1.8%	2.5	2.4	0.4	-1.3	-0.25	-0.56	0.16	i	5	7%	0.5%	-0.46	1277	3%
CCOC(=O)c1c(C)[nH]c(C)c1C(=O)CSc1nc2ccccc2c(=O)n1-c1ccccc1C	-2.0	548	0.1%	2.8	1.3	2.7	1.2	-0.1	0.46	-1.5	i	-3	0%	-0.6%	1	1593	7%
CCNC(=O)CCSc1nnc(-c2ccncc2)o1	2.5	996	x	0.9	2.1	4.8	-0.31	-0.19	-0.075	-0.54	i	-1	-3%	-0.1%	0.28	1249	3%
CCN1C(=O)NC(c2cc(Br)ccc2OC)C(C(=O)OC)=C1C (stereo unspecified)	0.0	1088	0.2%	3.1	2.6	7.2	-0.23	-0.23	-0.28	0.74	i	5	6%	0.2%	-0.61	885	3%
Cc1ccc(CN2CCN(/N=C/c3ccc(C)s3)CC2)c(C)c1	x	x	-0.1%	3.8	3.6	7.0	-0.36	-0.29	-0.3	-0.034	i	-10	8%	1.0%[50 µM]	0.22	1318	1%
COc1cc([N+](=O)[O-])ccc1NC(=O)CCCOc1ccc(C)cc1	-1.1	1352	-1.9%	3.4	1.3	2.6	-0.38	-0.18	-0.42	-0.4	i	-23	17%	i	0.68	1430	-11%
Cc1ccccc1N1C(=O)C(Oc2ccc(Cl)cc2)C1CNCC1CCCO1 (stereo unspecified)	-0.8	1178	1.8%	1.4	1.3	3.4	0.96	-0.077	0.95	-1.5	i	26	3%	0.2%	-0.98	1377	1%
COc1ccc(Cl)cc1CN1CCN(c2nc(C)cc(C)c2C#N)CC1	x	x	-0.7%	3.9	2.1	5.5	0.28	-0.39	0.43	-0.26	i	-10	4%	1.0%	-0.3	1276	14%
O=C(Oc1ccc(OC(=O)c2ccco2)c(S(=O)(=O)c2ccc(Br)cc2)c1)c1ccco1	x	x	-3.1%	3.0	2.1	7.5	-0.45	-0.2	-0.76	-0.19	i	-24	-2%	-0.2%	x	x	1%
O=C(/C=C/c1ccccc1)C1=C(O)C(=O)N(CCO)C1c1ccccc1[N+](=O)[O-] (stereo unspecified)	1.0	1512	-0.8%	3.0	1.0	7.3	-1.2	-0.25	-0.5	0.59	i	6	8%	0.4%	0	1442	41%
CCOc1ccccc1N(CC(=O)Nc1cc(OC)ccc1OC)S(C)(=O)=O	-5.5	1194	0.4%	0.6	0.8	4.4	-0.38	-0.16	-0.1	0.24	i	-5	2%	-0.1%	0.33	890	3%
CCCOC(=O)c1cc2ccccc2oc1=O	-2.0	945	-0.3%	3.9	2.4	9.4	3.8	0.12	2	-2.5	i	11	4%	-0.1%	-0.54	1442	1%
CSC1=NS(=O)(=O)c2c(C)nn(C)c2S1	-0.7	1354	x	x	x	x	-2.4	-0.081	-0.83	0.93	x	x	10%	0.7%	-0.18	1007	-1%
CN1C(=O)CSc2ccc(NC(=O)Nc3ccccn3)cc21	x	x	-1.5%	4.9	4.1	0.0	1.7	0.0028	1.5	-1.4	i	10	-9%	2.7%	-1.7	983	8%
COCC1CCN(Cc2cn(Cc3ccccc3)nc2-c2cc3ccccc3o2)CC1	0.3	1528	-2.0%	1.7	1.1	4.1	0.8	-0.12	0.59	-0.013	i	25	2%	0.2%	2	1278	15%
Cc1nc2n[nH]c(N)c2c2c1CCCC2	4.1	1050	x	x	x	x	0.63	-0.28	0.31	0.66	x	x	-1%	-0.1%	x	x	21%
SMILES	b-catenin transl	b-catenin transl cell count 5 µM	CSM14.1 death rescue	MT stabilizer	MT stabilizer Hoechst-high %	MT stabilizer cytotoxicity %	Dynein cargo inh	Dynein cargo inh cytoplasmic EGFP	Dynein cargo inh nuclear GR-EGFP	Dynein cargo inh cell count	Autophagy mod	Autophagy mod cell loss 18 h	M1AAP inhibition	UTI89 phage lysis	Ins promoter up	Ins promoter up cell count	M17LAP inhibition
COc1ccc(Cl)cc1N1C(=O)CC(Sc2ccccc2N)C1=O (stereo unspecified)	-0.6	1312	x	x	x	x	-0.38	-0.28	0.22	0.91	x	x	6%	0.2%	0.06	983	-12%
C=CCN1C(=O)C(Cc2ccc(SC(F)F)cc2)SC1=Nc1ccc(C(=O)O)cc1 (stereo unspecified)	-1.7	1013	-1.3%	3.4	2.2	11	-0.11	-0.35	0.25	0.44	i	0	2%	-0.9%	1.4	1186	3%
Clc1ccc(-c2nnc3sc(Cc4cccs4)nn23)c(Cl)c1	-4.6	875	2.9%	2.9	2.5	6.4	-1.1	-0.29	-0.48	0.96	i	-3	-5%	0.3%	-0.39	1186	2%
COCCN(C(=O)CSc1nc2ccccc2c(=O)n1CC(C)C)c1c(N)n(Cc2ccccc2)c(=O)[nH]c1=O	-1.8	1002	-1.9%	2.4	2.8	9.4	-0.82	1.5	0.5	0.44	i	12	10%	-0.7%	1	1132	3%
COC(=O)CSc1nnc(Cc2ccccc2)n1-c1ccc(C)cc1	-1.3	1241	-2.0%	4.0	1.7	6.3	0.63	-0.21	0.025	-0.7	i	4	8%	-1.1%	0.02	1237	23%
COc1ccc(-n2cc(CNCCc3cnc[nH]3)c(-c3cccc(F)c3)n2)cc1	-0.3	1470	-2.3%	3.2	3.8	7.7	0.078	-0.14	-0.037	0.3	i	-5	2%	6.8%	-0.36	877	-1%
O=C(CSc1nc(O)cc(=O)n1-c1ccccc1)Nc1ccc2c3c(cccc13)CC2	x	x	-2.5%	4.5	2.7	7.6	-0.081	-0.31	-0.046	0.037	i	-8	10%	-0.4%	1	1267	1.4µM*
CCN(CC)C(=O)CSc1nnc(SCc2ccc(Cl)cc2)s1	0.8	1315	-0.5%	3.1	1.5	1.8	-0.28	-0.15	0.15	-0.33	i	0	-3%	0.3%	-0.19	1403	-15%
CC(C)Cc1nc2oc3c(NCC4CCCO4)ncnc3c2c2c1CCC2 (stereo unspecified)	-0.4	927	-1.1%	4.2	5.8	1.0	-0.59	-0.18	-0.25	1.1	i	15	-3%	0.5%	-4.1	690	0%
COCCNC(=O)C(c1cccc(OC)c1)N(C(=O)Cn1nnc2ccccc21)c1cccnc1 (stereo unspecified)	x	x	-1.2%	2.1	1.4	6.3	-0.39	-0.21	-0.074	1.1	i	17	-5%	1.0%	0.1	841	2%
COc1ccccc1C1(CC(=O)N2CCCCC2)CCOC(C(C)C)C1 (stereo unspecified)	x	x	2.7%	3.4	2.6	4.4	-0.096	-0.17	-0.042	0.37	i	-2	6%	0.1%	0.29	937	2%
